DAX1 inh-1: DAX1 (NR0B1) inhibitors on StAR promoter, primary screen, cell-based, luminescence, SF-1 (NR5A1), full-length DAX-1. HEK293T StAR-luciferase reporter, SF-1/DAX-1 repression relief. inhibition, % at 6.8 µM. actives 1.1% (n = 370,000). AID 652010, 2013;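 active = inhibition above the mean over all tested compounds plus 3 SD, cut at about 3.6% in these data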;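 also: 0% = DAX-1 cells with DMSO and 100% = cells lacking DAX-1 with DMSO; higher inhibition means more luminescence from relief of DAX-1 repression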
FXN GAA850 act: FXN promoter activators, primary screen, cell-based, luciferase luminescence, HEK293 lucGAA850. HEK293 lucGAA850 FXN promoter luciferase reporter, 24 h; percent of 10 µM SAHA response. activation, % at 6 µM. actives 0.56% (n = 360,000). AID 540364, 2011;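 active = activation above the average of all compounds screened plus 3 SD, cutoff fixed separately per campaign, cut at about 7.5% in these data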;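 also: 0% = DMSO wells and 100% = 10 µM SAHA wells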
PG9 binder: binders of HIV-1 gp120 antibody PG9, primary screen, biochemical, TR-FRET | TR-FRET gp120-PG9 antibody binding | inhibition, % at 6.7 µM | actives 0.43% (n = 360,000); in the data active = inhibition above about 8.5%
NPR1 activator: GC-A stimulated cGMP production enhancers – HEK293 GC-A cells, cGMP TR-FRET, EC30 ANP, primary screen; Atrial natriuretic peptide receptor 1 (Homo sapiens), P16066; actives 0.14% (n = 370,000); AID 1671463, 2021; activation, % at 10 µM; 0% at EC30 ANP, 100% saturating ANP; in the data active = activation above about 40%
ssDAF-12 act: S. stercoralis DAF-12 nuclear receptor activators, primary screen, cell-based, luminescence, HEK293, GRIP1 co-expression, lit1-tk-luc; actives 1% (n = 370,000); HEK293 ssDAF-12/GRIP1 lit1-tk-luc reporter; % of 3 µM dafachronic acid response; Nuclear hormone receptor DAF-12 (Strongyloides stercoralis); activation, % at 6.8 µM; AID 652126, 2013;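 active = activation above the mean over all tested compounds plus 3 SD, cut at about 0.9% in these data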;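 also: 0% = DMSO-only wells and 100% = 3 µM delta7-dafachronic acid wells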
DAX1 inh-2: DAX1 (NR0B1) inhibitors, primary screen, cell-based, HEK293, Gal4-DAX1, luciferase luminescence; Nuclear receptor subfamily 0 group B member 1 (Homo sapiens), P51843; HEK293 Gal4-DAX1 luciferase reporter; inhibition, % at 6.75 µM; actives 0.99% (n = 340,000); AID 504766, 2011;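 active = inhibition above the mean over all tested compounds plus 3 SD, cut at about 4.2% in these data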;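 also: 0% = DAX1-transfected cells with DMSO and 100% = empty-vector control cells with DMSO; inhibition shows as a rise in luminescence from relieved DAX1 repression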
Target sequence (P51843 207-470 limits assumed): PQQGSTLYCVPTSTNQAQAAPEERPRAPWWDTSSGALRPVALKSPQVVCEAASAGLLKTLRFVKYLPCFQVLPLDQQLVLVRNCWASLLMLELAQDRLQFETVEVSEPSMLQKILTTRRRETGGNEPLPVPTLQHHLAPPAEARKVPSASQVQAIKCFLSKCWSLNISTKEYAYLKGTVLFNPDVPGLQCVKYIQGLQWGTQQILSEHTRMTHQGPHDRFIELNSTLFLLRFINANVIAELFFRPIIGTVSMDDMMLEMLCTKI
ADAM17 inh: ADAM17 inhibitors, primary screen, biochemical, QFRET. AID 720648, 2013. inhibition, % at 6.95 µM. Disintegrin and metalloproteinase domain-containing protein 17 (Homo sapiens), P78536. recombinant ADAM17, EDANS/DABCYL FRET peptide cleavage. actives 0.83% (n = 370,000);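 active = inhibition above the mean of compounds lying between control limits plus 3 SD, set per campaign, cut at about 8.5% in these data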;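 also: 0% = DMSO-only wells as the low control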
SMARCA2 act: SMARCA2 (BRM) function activators, primary screen, cell-based, luminescence, high throughput; MG213 cells, MMTV-luciferase reporter, dexamethasone, overnight; activation, % at 9.1 µM; actives 1% (n = 370,000); in the data active = activation above about 7.8%;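 also: 0% = vehicle wells and 100% = reference activator wells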
hcDAF12 agonist: H. contortus DAF-12 nuclear receptor activators, primary screen, cell-based, luminescence, HEK293, lit1-tk-luc reporter; HEK293 hcDAF-12 lit1-tk-luc reporter; 0% DMSO, 100% Δ7-dafachronic acid; activation, % at 6.8 µM; actives 1.4% (n = 370,000);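 active = activation above the mean of all tested compounds plus 3 SD, cut at about 5.5% in these data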;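 also: 100% = response to 3 µM Δ7-dafachronic acid high control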
hgDAF12 agonist: H. glycines DAF-12 receptor agonists, primary screen, cell-based, luminescence, HEK293, GAL4 fusion, UAS-luciferase; activation, % at 6.8 µM; actives 1.8% (n = 370,000); Nuclear hormone receptor DAF-12 (Heterodera glycines), GAL4 fusion; HEK293 GAL4-hgDAF12 UAS-luciferase reporter, agonist luminescence; normalized to butyrate control;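 active = activation above a cutoff set at the mean of all screened compounds plus 3 SD, cut at about 10% in these data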;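 also: 0% = DMSO wells and 100% = sodium butyrate wells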
ADAM10 inh: human ADAM10 inhibitors, primary screen, biochemical, QFRET, HTS; Disintegrin and metalloproteinase domain-containing protein 10 (Homo sapiens), O14672; recombinant ADAM10, EDANS/DABCYL FRET peptide cleavage, 3 h; inhibition, % at 7 µM; actives 0.62% (n = 370,000); AID 720582, 2013;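 active = inhibition above a per-campaign cutoff equal to the mean of compounds falling between control-based bounds plus 3 SD, cut at about 20% in these data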;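 also: 0% = DMSO wells while the 100% control is not disclosed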
Target sequence (O14672 214-748 limits assumed): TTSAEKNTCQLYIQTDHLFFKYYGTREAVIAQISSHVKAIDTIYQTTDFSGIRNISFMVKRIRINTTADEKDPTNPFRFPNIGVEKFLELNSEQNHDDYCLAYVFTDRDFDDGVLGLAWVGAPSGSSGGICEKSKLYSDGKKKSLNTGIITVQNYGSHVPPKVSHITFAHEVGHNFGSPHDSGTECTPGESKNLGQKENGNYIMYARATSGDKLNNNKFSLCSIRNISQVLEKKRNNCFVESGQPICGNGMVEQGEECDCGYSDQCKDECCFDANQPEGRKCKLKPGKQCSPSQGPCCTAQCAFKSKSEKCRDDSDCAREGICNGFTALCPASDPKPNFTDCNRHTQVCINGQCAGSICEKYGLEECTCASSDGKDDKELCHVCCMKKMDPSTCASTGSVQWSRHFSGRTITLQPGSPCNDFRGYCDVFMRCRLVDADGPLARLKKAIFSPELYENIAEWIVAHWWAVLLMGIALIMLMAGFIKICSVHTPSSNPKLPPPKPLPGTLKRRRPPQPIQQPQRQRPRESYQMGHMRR
Active calls of the source: *; . = not tested or not shown.

SMILES	DAX1 inh-1	FXN GAA850 act	PG9 binder	NPR1 activator	ssDAF-12 act	DAX1 inh-2	ADAM17 inh	SMARCA2 act	hcDAF12 agonist	hgDAF12 agonist	ADAM10 inh
COc1cc(/C=C/c2noc(-c3ccccc3O)n2)ccc1OC(C)=O	-0.4	0.2	0.5	-1	-1.0	3.2	-2	3	-0.5	0.3	1
CCN1CCN(S(=O)(=O)c2ccc(Cl)c(C(=O)Nc3nnc(C)s3)c2)CC1	-0.9	3.0	0.4	2	-1.1	0.6	-5	0	-0.2	-0.8	-4
COc1cc(OC)cc(-c2nc3ccccc3c(=O)o2)c1	-0.6	1.8	1.1	-5	-1.0	0.7	-2	0	-2.0	-1.7	3
O=C(NOCc1ccccc1)OCc1ccccc1	3.0	3.7	0.1	2	-0.1	2.1	-4	3	1.0	8.7	-19
COCCn1nnnc1C(C(C)C)N(Cc1cccnc1)Cc1ccccc1Cl (configuration not stated)	-0.3	0.8	1.1	-10	-0.9	-0.7	0	4	-2.1	2.7	8
Cc1nnc(SC(C)C#N)n1-c1ccccc1 (configuration not stated)	0.3	0.3	-1.1	3	-0.3	-0.8	0	0	-1.4	2.3	-2
CCn1c(SCC(=O)Nc2nc(-c3ccccc3)cs2)nnc1-c1ccccc1O	-2.0	-1.0	-0.7	4	-2.3	-1.2	6	-4	-3.9	-3.6	12
COc1cccc(C2NC(=O)c3ccccc3O2)c1OC (configuration not stated)	-0.1	-3.3	1.2	2	-0.9	0.6	-11	-3	-1.2	1.2	-30
CN(C)S(=O)(=O)c1cc(NC(=O)CN2CCN(c3ccccc3)CC2)ccc1Cl	-0.3	2.2	0.2	-2	-1.4	-0.9	1	-4	-2.2	-3.5	-2
Cc1ccc(C(=O)C(C)OC(=O)CN2C(=O)NC3(CCCC3)C2=O)cc1C (configuration not stated)	0.1	2.0	1.9	-3	-0.5	0.2	0	-3	-2.6	1.6	-8
COc1ccc([C@@H]2[C@@H]3C(=O)N(C(C)(C)C)C(=O)[C@@H]3[C@]3(Cc4ccccc4)C(=O)N(c4cccc(Br)c4)C(=O)N23)cc1	0.2	0.3	-1.8	-11	-0.6	1.2	13*	2	-1.4	1.4	33*
S=C(c1ccc2c(c1)OCO2)N1CCCC1	0.0	0.8	1.9	1	-0.9	-1.1	0	1	-2.6	-0.5	3
COc1ccc(C#Cc2c(-c3ccsc3)oc3ccc(-c4cc(OC)c(OC)c(OC)c4)cc23)cc1	-0.6	0.7	-0.8	3	-0.7	0.4	-4	0	5.6*	4.2	-8
CN1CN(C)c2cccc3cccc1c23	-1.2	-0.8	-3.2	.	-0.8	4.0	-107	-3	-1.6	-0.3	-407
CCn1c(SCC(=O)Nc2ccc(Cl)cc2)nnc1C1CC1	-2.8	0.0	-0.8	3	-1.6	1.1	1	2	-0.8	0.9	-3
N#CCCn1cc(/C=N/O)c(-c2ccc(-c3ccccc3)cc2)n1	0.0	0.5	0.6	-14	-1.7	0.2	8	-2	-3.4	-1.3	-6
O=C(NC(NC1CCS(=O)(=O)C1)C(=O)c1ccccc1)c1ccc(Cl)cc1 (configuration not stated)	-0.3	-1.9	-0.6	0	-1.3	-0.6	0	-1	-1.6	0.5	1
CN(C(=O)CN1C(=O)c2ccccc2S1(=O)=O)c1ccccc1C(=O)O	0.0	-0.3	0.0	1	-1.8	0.5	-5	-1	-1.9	-0.9	-6
Cn1c(N)c(C(=O)COC(=O)COc2ccc(Cl)cc2)c(=O)n(C)c1=O	-0.7	1.5	-1.1	8	-0.4	0.4	1	0	0.2	-0.9	-2
O=C(CSc1nc(Nc2ccccc2)nc(N2CCOCC2)n1)Nc1ccc(Br)cc1F	-3.3	-2.5	-1.6	-10	-1.0	1.7	-1	1	0.1	1.1	-1
CC(=O)C1=C(O)C(=O)N(c2ccc(Br)cn2)C1c1ccccc1[N+](=O)[O-] (configuration not stated)	0.3	0.3	-1.1	8	0.6	-0.4	-20	8	5.4	4.3	-27
COc1ccc(CC(=O)Nc2ccc(N3CCOCC3)cc2)cc1S(=O)(=O)N1CCOCC1	-0.1	-1.7	-1.2	-3	-1.0	-1.7	-6	-4	1.3	-0.6	4
CCSCc1nc(N)nc(NCCc2ccccc2)n1	0.2	3.1	-2.4	-3	-0.1	-0.3	-2	4	0.1	2.2	-2
CC1CCC2(CC1)NC(=O)N(CC(=O)c1cn(CCC#N)c3ccccc13)C2=O (configuration not stated)	0.3	1.2	1.5	4	-1.2	2.0	-5	-1	-0.5	-2.8	-6
Cn1c(=O)c2c(SCC(=O)N3CCOCC3)nc(C3CC3)nc2n(C)c1=O	-0.4	1.5	-2.4	6	-1.1	0.5	-3	1	-0.3	-1.8	-3
COc1ccc(C)cc1NC(=S)N1CCN(c2ccccn2)CC1	-0.6	-1.4	-4.0	1	-0.9	1.0	-1	1	-0.6	3.4	0
N#Cc1cc(-c2ccccc2)oc1NC(=O)c1ccccc1	-0.6	0.5	-1.4	3	-0.9	0.6	-2	-1	-1.0	-1.0	-3
C=CCOc1ccc(/C=C/C(=O)OCC(=O)NNC(=O)c2ccccc2F)cc1	0.8	-1.8	-1.8	-2	-1.9	0.5	-26	0	-0.7	5.9	-74
Cc1cc(C)c(C)c(S(=O)(=O)N2CCN(C)CC2)c1C	-0.3	0.8	1.6	0	-0.2	8.9*	-7	-3	-1.5	2.8	-11
COc1cccc(NC(=O)Cc2ccccc2)c1	1.1	0.5	-1.9	2	0.1	2.0	-1	5	4.5	8.0	0
CCCCOc1ccc(/C=C/C2=CC(C)(C)NC(=S)N2)cc1OCC	0.0	1.8	1.8	13	-1.4	-1.3	-5	-4	-1.7	-2.3	3
Nc1nc(N2CCN(c3ccccn3)CC2)nc2ccccc12	0.9	3.4	-3.0	-7	-0.7	3.6	-4	3	0.9	6.9	-11
CC(=O)Nc1ccc(S(=O)(=O)NCCC(=O)N2CCN(c3ccccc3Cl)CC2)cc1	0.2	3.3	1.9	-7	-0.7	-0.1	2	-1	-2.1	-0.7	-8
Cc1c(NC(=O)c2cccs2)cccc1-c1nc2ccccc2s1	-0.6	1.9	-0.8	1	-1.4	-0.5	4	-1	-2.8	0.6	8
Cn1ccnc1C(=O)c1ccc(S(=O)(=O)N2CCCC2)cc1	-0.6	1.2	2.9	2	-1.5	0.8	-1	1	3.9	1.0	-1
CN1CCC(OC(=O)Cc2ccc(Cl)cc2)CC1	0.8	2.6	-1.5	4	-1.4	-1.2	-1	1	2.8	3.1	-4
CCC(C)(C)c1nnc(NC(=O)C2CC(=O)N(CCc3ccc(F)cc3)C2)s1 (configuration not stated)	-0.1	1.2	-2.7	-3	-0.7	2.6	0	-2	-1.7	0.3	-8
Cc1ccc(S(=O)(=O)N(CC(=O)N2CCc3ccccc3C2)c2cccc(Cl)c2)cc1	-0.3	0.2	-2.2	-6	-1.1	1.2	-1	-1	-0.6	0.3	-1
CC(=O)Nc1ccc(S(=O)(=O)N2CCC(c3nc4ccc(C)cc4[nH]3)CC2)cc1	-0.4	0.8	1.1	-6	-2.0	4.4*	2	-3	-0.8	0.4	3
COc1ccccc1N(CC(=O)NCCSCc1ccccc1)S(=O)(=O)c1ccccc1	-0.9	-0.4	0.2	-7	-0.9	1.2	3	-1	-0.4	-1.7	-5
COc1cccc(N2CCN(C(=S)Nc3cc(C)cc(C)c3)CC2)c1	0.2	0.4	-1.3	-2	-1.7	0.5	-4	-2	0.9	-0.7	-1
COc1ccc(OCCSc2ncc(CO)n2C)cc1	0.1	2.4	1.7	2	-1.2	0.6	2	2	1.1	4.2	-8
O=C(Nc1ccc(F)cc1)c1ccc2nc[nH]c2c1	0.3	3.6	-3.3	0	-1.1	1.1	-4	-2	2.9	4.4	0
CN1CCC(N(C)S(=O)(=O)c2ccc(NC(=O)c3ccc(S(=O)(=O)N(C)C)cc3)cc2)CC1	-0.2	2.4	0.4	0	-1.1	1.5	-5	-4	0.9	3.7	-21
CCCn1c(=O)c2ccccc2n2c(SCc3cc(=O)oc4ccc5ccccc5c34)nnc12	-0.3	-1.7	0.8	-2	-1.1	2.9	-74	-4	0.5	0.0	-259
CCCCn1nnnc1C(c1cc2ccccc2o1)N1CCN(CC(=O)NC(C)C)CC1 (configuration not stated)	-1.3	.	-1.5	-2	-0.2	.	-3	-4	0.2	-2.8	-5
COc1ccc(C(=O)N(C)[C@H]2C[C@H]3c4[nH]c5ccccc5c4CCN3C[C@H]2[C@H](C)O)cc1	0.8	.	-2.4	-1	-0.9	.	-27	-1	2.0	-1.4	-94
O=C(/C=C/Sc1ccccc1)c1ccc(Cl)cc1	-1.0	12*	-1.9	24	-1.1	-0.9	1	8.1*	-0.9	1.4	2
CSc1ccc(CN(C)C(=O)COc2ccc(C(=O)c3ccccc3)cc2)cc1	-0.5	-1.9	0.0	4	-1.2	-0.3	3	4	1.3	2.0	12
Cc1[nH]c(=O)c(C(=O)c2cc(Cl)ccc2O)cc1C(=O)O	-0.4	1.2	-1.0	2	-1.3	.	-4	4	-0.8	1.5	1
O=C(c1ccco1)N1CCN(C2=NS(=O)(=O)c3ccccc32)CC1	0.0	1.5	1.9	3	-1.1	2.2	-6	1	-0.4	-0.8	-1
COc1cc(OC)cc(C(=O)N[C@H](C(=O)NC2CCCc3ccccc32)C(C)C)c1 (some centres not stated)	-0.8	0.6	0.0	-9	-1.0	1.1	1	-5	0.7	2.9	-7
CSC1=C(C#N)C(c2ccc(C)s2)CC(=O)N1 (configuration not stated)	-0.5	0.8	-0.2	5	-0.9	-0.1	-1	-3	-1.8	2.0	2
CCc1nnc(NC(=O)c2ccc3ncsc3c2)s1	0.7	3.7	-2.9	-5	-0.8	3.2	-5	3	-0.1	5.3	-7
